Source: PubChem
DT40 TDP1 no CPT: qHTS for Inhibitors of human tyrosyl-DNA phosphodiesterase 1 (TDP1): qHTS in cells in absence of CPT | DT40 Tdp1-/- hTDP1 cells, no CPT, ATP luminescence, 48 h | Potency, µM (top dose mostly 46.2 µM), for inactives: at the highest dose activity change, negative = growth inhibition, hits mostly inhibitors | 15% of 420,000 active | AID 686978, 2013; further: nearly all actives have a fitted effect of over 55% in size
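Chicken DT40 Tdp1-/- cells complemented with human TDP1, screened without camptothecin (DMSO vehicle only), 400 cells/well. Compounds pin-transferred, cells incubated at 37 °C for at least 48 hr. Growth read as ATP-dependent luminescence (CellTiter-Glo, 30 min at RT).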
TDP1 cell CPT: growth inhibition of DT40 Tdp1-/-;hTDP1 cells with camptothecin (screen for TDP1 inhibitors); chicken DT40 Tdp1-/-;hTDP1 cells + 20 nM CPT, ATP luminescence, 48 h; Potency, µM (series often up to 46.2 µM), inactives show top-dose activity change, negative = growth inhibition, hits mostly inhibitors; 12% of 420,000 active; AID 686979; further: nearly all actives have a fitted effect of over 55% in size
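Cell growth measured by CellTiter-Glo luminescence after a minimum 48 h, 37 C compound exposure with 20 nM CPT in Tdp1-knockout DT40 cells stably expressing hTDP1, seeded 400/well; qHTS titration format.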
TDP1 block: blocks human tyrosyl-DNA phosphodiesterase 1. Q9NUW8. recombinant TDP1, AlphaScreen DNA substrate cleavage. Potency, µM (titrated, usually from 130 µM), for inactives: at the highest dose activity change, negative = inhibition, actives largely listed as inhibitors. 0.28% of 350,000 active; further: nearly all actives have a fitted effect of over 40% in size
Target sequence (Q9NUW8 whole entry, looked up): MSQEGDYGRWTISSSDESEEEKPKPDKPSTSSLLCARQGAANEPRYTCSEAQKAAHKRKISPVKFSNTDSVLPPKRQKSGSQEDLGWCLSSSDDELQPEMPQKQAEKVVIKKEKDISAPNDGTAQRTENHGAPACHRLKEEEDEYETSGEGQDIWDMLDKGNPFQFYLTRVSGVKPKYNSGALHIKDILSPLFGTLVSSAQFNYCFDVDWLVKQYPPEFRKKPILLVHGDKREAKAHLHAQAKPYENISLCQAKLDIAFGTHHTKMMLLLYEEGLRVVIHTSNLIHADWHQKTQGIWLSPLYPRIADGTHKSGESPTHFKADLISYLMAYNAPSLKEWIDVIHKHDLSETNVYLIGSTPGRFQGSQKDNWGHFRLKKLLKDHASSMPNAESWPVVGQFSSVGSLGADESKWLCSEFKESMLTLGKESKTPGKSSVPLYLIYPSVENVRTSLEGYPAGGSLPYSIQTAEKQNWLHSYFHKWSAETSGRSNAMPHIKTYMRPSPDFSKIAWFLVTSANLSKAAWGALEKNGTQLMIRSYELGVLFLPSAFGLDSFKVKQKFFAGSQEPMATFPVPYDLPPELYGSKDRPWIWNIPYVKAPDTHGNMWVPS
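Steps: enzyme plus compound, 15 min RT; add biotin/phosphotyrosine-FITC oligonucleotide (15 nM final), react 5 min; add donor/acceptor beads (10 ug/ml final), 10 min; read AlphaScreen. Tdp1 at 1 nM final.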
An asterisk follows results filed as active; ? = inconclusive; . = no result given; & = joins results of further samples; [ ] = dose if it differs, or a comment. The call rests on the fitted dose curve; in most records, active means well fitted curve in the direction sought with a large enough effect; inconclusive means small, poorly fitted or top-dose-only effect, or another doubt; inactive means no such curve, though single readings can be large; an effect the other way counts as inactive or inconclusive. On the % scale 0 is the no-effect control and ±100 the full control effect; potency means the concentration at half of the fitted maximal effect. Compounds as they come; about 18% have a hit in one of these screens.

Second line of a record: DT40 TDP1 no CPT | TDP1 cell CPT | TDP1 block
Cc1cc(C(=O)N2CCCC(N3CCN(c4cccc(C(F)(F)F)c4)CC3)C2)no1 (stereo not drawn)
 : 16µM* | ? | 4%
Cn1nc(C(=O)Nc2cc(Cl)ccc2N2CCCC2)c2ccccc2c1=O
 : ? | ? | 6%
Cc1nn2c(=O)cc(CSCC(=O)Nc3ccccc3Cl)nc2s1
 : 34%[activator] | -8% | 1%
Cc1nc(SCc2ccc(Cl)c(Cl)c2)ncc1C(=O)O
 : -18% | 1% | 1%
O=C(NCCc1ccccn1)c1ccc(COc2ccccc2)o1
 : -14% | ? | .
O=C(C[n+]1cccc(Br)c1)c1ccc(I)cc1
 : -94% | 2.2µM* | .
COc1cc(-c2ccc(Nc3ccccc3C(=O)O)c(OC)c2)ccc1Nc1ccccc1C(=O)O
 : 1% | -4% | .
CCOc1cc(N2CCOCC2)c(OCC)cc1NC(=O)c1ccc(C)s1
 : 2.1µM* | 9.2µM* | -6%
CCn1c(=O)n(CC)c2cc(N)ccc21
 : 8% | 4% | 6%
CN=C(c1ccc([N+](=O)[O-])cc1)N1CCCCC1
 : -21% | -13% | 5%
CSc1ccc(CN2CCC(C)(Oc3ccc(CC#N)cc3)C2)cc1 (stereo not drawn)
 : ? | ? | .
COc1ccc(CN2CCCC(C(=O)c3ccc4c(c3)OCO4)C2)c(F)c1 (stereo not drawn)
 : ? | -30% | 7%
Cc1nnc(SCC(=O)Nc2cccnc2Cl)s1
 : 3% | 10% | .
COC(=O)C1C(c2ccccc2)C(C(=O)O)C1c1ccccc1 (stereo not drawn)
 : 12% | 0% | 1%
CN(Cc1ccc2c(c1)CN(C(=O)c1cccc(N(C)C)c1)CCO2)Cc1cc(C2CC2)n[nH]1
 : 23µM* | 1%[9.04 µM] | .
CCCc1nnc(NC(=O)CCC(=O)N2CCCCC2)s1
 : -4% | 1% | 5%
COc1ccccc1-n1c(=S)[nH]c2c(sc(=S)n2-c2ccccc2C)c1=O
 : ? | ? | 7%
COc1cccc(CNC(=O)C2CCCN(S(=O)(=O)c3cn(C)cn3)C2)c1 (stereo not drawn)
 : -11% | -2% | 4%
Cc1ccc2oc(=O)n(Cc3ccccc3Cl)c2c1
 : -13% | 1% | -10%
CCO/C=C1/C(=O)N(c2ccc(OC)cc2)C(=O)c2ccccc21
 : -24% | -14% | -10%

Retrieved one by one from above, 5 records:
Second line of a record: DT40 TDP1 no CPT | TDP1 cell CPT | TDP1 block
CSc1ccc(CN2CCC(C)(Oc3ccc(CC#N)cc3)C2)cc1 (stereo not drawn)
 : ? | ? | .
O=C(C[n+]1cccc(Br)c1)c1ccc(I)cc1
 : -94% | 2.2µM* | .
CCO/C=C1/C(=O)N(c2ccc(OC)cc2)C(=O)c2ccccc21
 : -24% | -14% | -10%
Cc1nn2c(=O)cc(CSCC(=O)Nc3ccccc3Cl)nc2s1
 : 34%[activator] | -8% | 1%
Cc1nnc(SCC(=O)Nc2cccnc2Cl)s1
 : 3% | 10% | .

Next section:
Second line of a record: DT40 TDP1 no CPT | TDP1 cell CPT | TDP1 block
Cc1ccc(C(=O)Nc2ccc3c(c2)CCC3)cc1S(=O)(=O)N1CCOCC1
 : ? | ? | -14%
CCC(C)[C@H](NC(=O)N1CC(=O)Nc2ccccc21)C(=O)Nc1nccs1 (stereo partly drawn)
 : -14% | 42%[activator] | 2%
CCCCCc1ccc(-c2cn(CN3C(=O)c4ccccc4C3=O)nn2)cc1
 : -4%&4% | -2%&3% | .
O=C(Nc1ccc(Br)cc1F)c1cc(S(=O)(=O)NC2CCCC2)ccc1F
 : 16µM* | 21µM* | 3%
Cc1oc2c(C)c3oc(=O)c(CCC(=O)NCCCN4CCOCC4)c(C)c3cc2c1C
 : ? | 7% | .
CC(=O)c1ccc(N(CC(=O)NC2CCCC2)C(=O)c2ccc(C)s2)cc1
 : -17% | -7% | .
Cc1ccccc1C(=O)N1CCN(c2ccc(NC(=O)c3ccco3)cc2)CC1
 : ? | -15% | 14%
CCc1c(C)c2ccc(OCC(=O)N(C)C)c(C)c2oc1=O
 : ? | -24% | 0%
COc1ccc(C(=O)N2CCN(c3ccc(NC(=O)c4ccco4)cc3)CC2)cc1
 : -28% | -13% | 2%
CCC[C@H]1CN(c2ccc(Br)cc2)C(=O)[C@@H]1CC(=O)Nc1ccc(OC)cc1
 : 16µM* | ? | .
COc1ccc([C@H]2CC(=O)C=C(c3cccc(F)c3OC)C2)cc1
 : ? | -15% | -9%
COC(=O)[C@]12CCCCC=C1N(CCc1ccc(OC)c(OC)c1)C(=O)[C@H](CC(=O)N1CCN(C(=O)c3ccco3)CC1)C2
 : ? | ? | .
COc1cc(OC)c(S(=O)(=O)N2CCN(C(=O)c3ccccc3F)CC2)cc1NC(C)=O
 : -10% | 5% | 0%
CC1CN=C(NC2CCCCC2C)S1 (stereo not drawn)
 : -17% | -13% | 3%
CC(C)CCCC(C)NC(=O)c1cc(S(=O)(=O)N2CCCCC2)ccc1N1CCOCC1 (stereo not drawn)
 : 13µM* | 23µM* | 0%
Cc1ccc2ncnc(NCCCCCC(=O)O)c2c1
 : -9% | 0% | -1%
CCc1ccc(CNC(=O)c2cnc3sc(N4CCCC4)nn3c2=O)cc1
 : -30% | -22% | 7%
COC(=O)c1ccc(C23CC4(C2)[C@H](CN(Cc2ccc(-c5ccccc5)cc2)[C@@H]4c2ccccc2)C3c2ccc(C(F)(F)F)cc2)cc1 (stereo partly drawn)
 : ? | ? | 2%
COCCn1c(SCC(=O)NCc2ccc3c(c2)OCO3)nnc1-c1c[nH]c2ccccc12
 : -22% | -6% | 8%
Cc1nn(C)c(C)c1S(=O)(=O)N1CCC(C(=O)NCC2COc3ccccc3O2)CC1 (stereo not drawn)
 : -6% | 1% | 1%
CC(=O)c1c(C)[nH]c(C(=O)Nc2cccnc2)c1C
 : -1% | -2% | -2%
COc1c2n(C)ccc3c-2n(c(=O)c1=O)c1ccccc31
 : 18% | 18% | .
C=CC(=O)Nc1ccc(Br)cc1
 : ? | -17% | 2%
COC(=O)c1ccc(C2Nc3cccc4cccc(c34)N2)cc1
 : 9.2µM* | 8.2µM* | 4%
O=[N+]([O-])c1ccc(S(=O)(=O)N/N=C/c2ccco2)cc1
 : 10% | 0% | 5%
CCCC(=O)Nc1c2c(nn1-c1cccc(C)c1C)CS(=O)(=O)C2
 : -1% | -9% | .
Cc1cccc(Cn2c(=O)n(Cc3ccc4c(c3)OCO4)c(=O)c3oc4ccccc4c32)c1
 : -12% | -17% | 8%
CN(C)C(=O)CC12CC3CC(C1)CC(CC(=O)N(C)C)(C3)C2
 : -1% | 1% | -1%
CCCCn1c(N)c(N(CC(C)C)C(=O)c2ccc(S(=O)(=O)N(CC)c3ccccc3)cc2)c(=O)[nH]c1=O
 : ? | -13% | -9%[0.505 µM]
Cc1c(OC(C)C(=O)NC2CC(C)(C)NC(C)(C)C2)ccc2c3c(c(=O)oc12)CCC3 (stereo not drawn)
 : 3% | -16% | -5%
Cc1sc2ccccc2[n+]1CC(=O)c1ccc(F)cc1
 : -3% | 0% | .
CCc1nc2ccc(C(=O)N(C)CCCN(C)C)cn2c1N(C)CCCc1ccccc1
 : ? | ? | .
Cc1cccc(NC(=S)N(C)C)c1C
 : -12% | 13% | 6%
CC1(c2ccccc2)NC(=O)N(CC(=O)Nc2ccc(S(=O)(=O)Nc3ncccn3)cc2)C1=O (stereo not drawn)
 : 3% | -13% | .
Cc1ccnc(Nc2ccc(CCO)cc2)n1
 : 0% | 3% | .
O=C(O)CCc1nc2cccnc2n1Cc1ccccc1
 : -6% | -14% | 5%
CCCNC(=O)CSC1=N/C(=C/c2ccc(F)cc2)C(=O)N1CC
 : -3% | -7% | -3%
O=C(CN1C(=O)NC2(CCCC2)C1=O)Nc1ccccc1N1CCCC1
 : 2% | 0% | 5%
CCOC(=O)Cn1nnc(-c2ccc([N+](=O)[O-])cc2)n1
 : -3% | ? | -1%
O=C(NCCN1CCNC1=O)C1CCC(=O)N(Cc2cccc(C(F)(F)F)c2)C1 (stereo not drawn)
 : 1% | -4% | 0%
N#Cc1c(-c2ccc(F)cc2)cc(-c2ccccc2)nc1SCC(=O)NCC(=O)O
 : -11% | ? | .
CN(C)CCNC(=O)C(c1ccccc1)c1ccccc1
 : -23% | -5% | .
CC1CCN(C(=O)CSc2nnc(Cc3ccccc3)o2)CC1
 : ? | -15% | 2%
CCOC(=O)c1cc(-c2ccccc2)n(CC(=O)Nc2ccc(OCC)cc2)c1C
 : ? | ? | 3%
Cc1cccc(C(=O)Nc2cccc(Br)c2)c1[N+](=O)[O-]
 : -28% | -9% | 5%
CC(CCCN1CCCC1)Nc1ccnc2cc(Cl)ccc12 (stereo not drawn)
 : 23µM* | ? | .
CCOC(=O)C1(C)CCCCCN1C(=O)c1ccc(N(C)C)cc1 (stereo not drawn)
 : 21µM* | ? | .
COc1ccc(Cn2c(=O)[nH]c3cc(C(=O)N4CCN(c5ccccc5OC)CC4)ccc3c2=O)cc1
 : 23µM* | ? | 6%
Cc1ccc(Cl)cc1N(Cc1ccc(C(=O)NCc2cccnc2)cc1)S(=O)(=O)c1ccccc1
 : 1% | 5% | 11%
COc1cccc2cc(C(=O)N(Cc3cccs3)CC3CCCO3)c(=O)oc12 (stereo not drawn)
 : 0% | -24% | 0%
CCOC(=O)c1ccc(-c2ccc(/C=C(\C#N)C(=O)Nc3ccc(OCC)cc3)o2)cc1
 : 2% | -6% | 3%[2.28 µM]
CC(=NNS(=O)(=O)c1cccc([N+](=O)[O-])c1)c1ccc(-n2ccnc2)cc1
 : ? | -18% | 0%
COc1ccc(OC)c(NC(=O)CCS(=O)(=O)c2cc3c(cc2C)NC(=O)CO3)c1
 : 15% | 3% | 2%
CCc1cccc(NC(=O)C2CCN(S(=O)(=O)c3c(C)noc3C)CC2)c1
 : -22% | 9% | 4%
O=C(O)CSCC(=O)N1CCN(S(=O)(=O)c2cc(Cl)cc(Cl)c2)CC1
 : -6% | 8% | 0%
Cc1nnc(NC(=O)c2ccc(S(=O)(=O)C(F)F)cc2)s1
 : -1% | -13% | 0%
O=S(=O)(c1cc(O)ccc1O)c1cccc2c(S(=O)(=O)c3cc(O)ccc3O)cccc12
 : -21% | -15% | .
Cc1ccc(S(=O)(=O)CCC(=O)N(CCN2CCOCC2)c2nc3ccccc3s2)cc1
 : 16µM* | 21µM* | 6%
Cc1cc(C(=O)N2CCN(S(=O)(=O)c3ccccc3)CC2)c(C)o1
 : ? | 23µM* | 2%
COc1cccc(/C=C/C(=O)OCC(=O)Nc2ccc3[nH]c(=O)[nH]c3c2)c1OC
 : -7% | 0% | -7%[0.505 µM]

Next section
Second line of a record: DT40 TDP1 no CPT | TDP1 cell CPT | TDP1 block
COc1cccc(CN(C)C(=O)COc2cccc3c2OC(C)(C)C3)c1OC
 : ? | ? | .
Cc1ccc(C(c2cccc(Br)c2)c2c(C)[nH]c3ccccc23)s1 (stereo not drawn)
 : -81% | -68% | 6%
COC(C(=O)Nc1c(F)cccc1F)c1ccccc1 (stereo not drawn)
 : -3% | 5% | 1%
Cc1cccc(C(=O)NCCN2CCN(c3ccccc3)CC2)c1
 : -19% | -9% | 7%
O=C(Oc1ccccc1)n1c(=S)oc2ccccc21
 : -5% | 1% | 5%
Cc1c(CCC(=O)NCCCn2ccnc2)c(=O)oc2c(C)c3oc4c(c3cc12)CCCC4
 : ? | ? | .
COc1ccc(NS(=O)(=O)c2cccc(C(=O)OCC(=O)NC3CC3)c2)cc1
 : 6% | 7% | 2%
CC(=O)OC[C@@H]1CN(Cc2ccccc2)C[C@H](n2cnc3c(NCC(C)C)ncnc32)O1
 : ? | ? | .
O=C(CSc1nc2ccccc2o1)NCc1ccco1
 : 10% | 7% | -4%
CNC(=O)C1CCN(S(=O)(=O)c2c(C)noc2/C=C/N(C)C)CC1
 : ? | ? | 9%
Cc1ccccc1N1CCN(C2CCCN(C(=O)c3csc(C(C)C)n3)C2)CC1 (stereo not drawn)
 : ? | ? | 4%[56.1 µM]
c1cc2cc(CNc3nc(NCC4CC4)nc4ccsc34)ccc2o1
 : ? | 16µM* | .
O=c1oc2ccccc2cc1-c1nc(-c2cccs2)no1
 : -24% | -27% | -5%
O=C1OC(c2ccc(Cl)cc2)=N/C1=C\c1cccnc1
 : 16µM* | -25% | 2%
CCOc1cc(NC(=S)NCCCN2CCOCC2)c(OCC)cc1NC(=O)c1ccc(C)cc1
 : ? | 0% | 8%
